Screening data: PubChem BioAssay, several laboratories
procasp3 activ – activators of human procaspase-3; P42574; recombinant procaspase-3 D3A, Ac-DEVD-pNA absorbance 405 nm; activation, % at 8.5 µM; 330,000 tested, 0.11% active; AID 463141;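 active = activation above the mean of all tested compounds plus 3 SD, cut at about 21% in these data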;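 also: 0% = DMSO alone and 100% = DMSO wells spiked with extra 5 µM PC-3 D3A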
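assay system = Procaspase-3 D3A mutant | signal = absorbance at 405 nm, 0 and 120 min | times = 1 h preincubation plus 2 h reaction at 25 °C | repeats = single replicate | read-out = % activation between DMSO and enzyme-spiked controls | medium = Zinc-free HEPES saline buffer with Triton X-100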
GRK2 aptamer HTS – inhibitors of human GRK2 displacing RNA aptamer. P25098. bead flow cytometry, FAM-aptamer displacement from GRK2. inhibition of aptamer binding, % at 10 µM. 330,000 tested, 0.59% active. AID 488847;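 active = inhibition of aptamer binding above 40%, roughly 3 SD of noise, on plates passing a quality check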;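 also: median bead fluorescence of bound FAM aptamer so fluorescent compounds give negative values; no value below 0 was filed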
JMJD2C inh – blocks human GASC-1 demethylase activity; Q9H3R0; GST-JMJD2C(1-420) H3K9me3 demethylation, DELFIA europium; inhibition, % at 2.35 µM; 330,000 tested, 0.069% active;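 active = more than half of a compound's replicate wells show inhibition beyond 50%, single wells judged on their own value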;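 also: signal counts dimethyl H3K9 product captured on neutravidin plate; 0% = median of DMSO wells and 100% = 0.3 times that DMSO median; strong numbers were not always called active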
Target sequence (Q9H3R0 1-420 limits assumed): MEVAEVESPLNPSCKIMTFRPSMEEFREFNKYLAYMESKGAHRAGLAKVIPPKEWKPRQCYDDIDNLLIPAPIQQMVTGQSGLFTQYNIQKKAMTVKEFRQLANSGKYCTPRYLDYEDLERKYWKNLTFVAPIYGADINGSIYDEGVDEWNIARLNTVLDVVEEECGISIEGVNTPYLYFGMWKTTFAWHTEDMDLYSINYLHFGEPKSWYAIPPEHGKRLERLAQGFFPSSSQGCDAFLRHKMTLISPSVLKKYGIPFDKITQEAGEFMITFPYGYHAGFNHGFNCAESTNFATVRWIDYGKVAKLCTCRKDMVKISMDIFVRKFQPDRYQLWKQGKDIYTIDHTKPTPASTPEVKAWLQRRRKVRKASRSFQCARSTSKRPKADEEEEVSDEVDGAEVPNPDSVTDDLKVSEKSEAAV
HCV core dimer – HCV core protein dimerization inhibition; TR-FRET GST/Flag-core106 dimerization, 1536-well; inhibition, % at 5 µM; 300,000 tested, 0.33% active; AID 1899;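 active = inhibition above the mean of all tested compounds plus 3 SD, set per screening campaign, cut at about 45% in these data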
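System – GST-tagged and Flag-tagged HCV core protein residues 1-106 · Repeats – one well for each compound · Technique – TR-FRET 671 and 617 nm emission · Doses – one concentration, 5 µM, in 0.5% DMSO · Times – 4 h, 22.5 °C incubation · Also added – Eu donor and XL665 acceptor anti-tag antibodies · Measure – percent inhibition of core106 dimerization signal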
VLA-4 inh – inhibition in a human VLA-4 binding assay. 330,000 tested, 0.2% active. VLA-4 expressing cells, ligand binding flow cytometry. inhibition, % (about 7 µM as worked out from the volumes in the protocol); in the data active = inhibition above about 50%
proCasp7 act – counter-screen for procaspase-3 activators: activators of human procaspase-7. P55210. recombinant procaspase-7, Ac-DEVD-pNA absorbance 405 nm; D23A/D198A/D206A triple mutant, cannot self-cleave; scale: DMSO 0, 5 µM enzyme 100. activation, % at 8.5 µM. 330,000 tested, 0.093% active. AID 463210;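 active = percent activation above the screen-wide mean plus 3 SD, cut at about 25% in these data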
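Replicates: singlicate. Assay system: Procaspase-7 triple mutant (PC-7 D3A). Signal: 405 nm absorbance of p-nitroaniline. Times: 1 h preincubation, 2 h reaction. Buffer or medium: Zinc-free HEPES pH 7.4 with 300 mM NaCl, 0.01% Triton X-100. Also added: DEVD-pNA substrate. Benchmarks: DMSO wells as 0%, DMSO with 5 µM added PC-7 as 100%.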
PP1 inh – blocks human PP1-alpha phosphatase, a PP5 counter-screen. P62136. purified PP1alpha, OMFP fluorescence. inhibition, % at 6.7 µM. 320,000 tested, 0.9% active;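 active = inhibition above the mean inhibition of all tested compounds plus 3 SD, computed separately for each screening campaign, cut at about 15% in these data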
CTSL1 counter – cathepsin L1 inhibition, PFM18AAP counter-screen | recombinant F. hepatica cathepsin L1, Z-Leu-Arg-MCA fluorescence | 300,000 tested, 0.49% active | inhibition, % at 5.96 µM;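 active = inhibition above the mean of all tested compounds plus 3 SD, set per screening campaign, cut at about 17% in these data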;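 also: 0% = plate median of test compound wells and 100% = 1 µM Z-Phe-Ala-diazomethylketone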
PP5 primary – PP5 (human) phosphatase inhibition | inhibition, % at 6.7 µM | purified PP5c, OMFP substrate fluorescence | AID 1987 | 320,000 tested, 0.18% active;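 active = inhibition above the campaign's mean inhibition across all tested compounds plus 3 SD, cut at about 9.5% in these data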;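 also: 0% = DMSO only and 100% = 100 µM cantharidin control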
Target sequence (P53041 whole entry, looked up): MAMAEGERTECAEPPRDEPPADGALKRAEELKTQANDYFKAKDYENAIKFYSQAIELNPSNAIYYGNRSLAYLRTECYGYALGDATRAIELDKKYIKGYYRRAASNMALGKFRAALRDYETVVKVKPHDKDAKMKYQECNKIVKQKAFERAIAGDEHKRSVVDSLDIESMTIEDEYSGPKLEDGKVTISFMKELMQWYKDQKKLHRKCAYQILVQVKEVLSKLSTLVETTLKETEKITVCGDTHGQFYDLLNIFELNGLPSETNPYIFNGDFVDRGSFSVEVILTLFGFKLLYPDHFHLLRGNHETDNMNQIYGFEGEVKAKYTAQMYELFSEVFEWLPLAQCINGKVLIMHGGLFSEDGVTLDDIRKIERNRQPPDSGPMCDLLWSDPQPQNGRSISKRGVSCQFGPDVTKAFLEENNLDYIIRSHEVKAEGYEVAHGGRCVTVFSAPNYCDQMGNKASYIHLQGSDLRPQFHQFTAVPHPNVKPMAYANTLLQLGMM
* hit, by the source's call; · = no result given; & = joins results of further samples. Compounds were not picked by outcome. Share with any hit: about 2.6%.

Every second line gives: proCasp7 act	JMJD2C inh	PP1 inh	HCV core dimer	VLA-4 inh	procasp3 activ	GRK2 aptamer HTS	PP5 primary	CTSL1 counter
#1 COCCN(CC(=O)NC1CCCCC1)C(=O)CSc1nc2ccccc2o1
    9	0	-2	-1	1	0	0	-0.8	-3
#2 O=C(CCC(=O)c1cccs1)NCCc1ccc(F)cc1
    -3	4	-2	10	4	9	1	0.5	-1
#3 CCC(=O)NCCNc1nc2cc(C)cc(C)c2cc1C#N
    3	13	0	0	-6	0	0	-2.5	3
#4 COc1cc(OC)c(NC(=S)NCc2ccccc2)cc1Cl
    7	·	-5	5	9	5	1	1.0	-6
#5 Cc1cc(C)cc(NS(=O)(=O)c2ccc3c(c2)C(C)(C)C(=O)N3C)c1
    11	0	1	-1	20	6	0	-0.8	3
#6 Cc1nn(Cc2ccc(Cl)c(Cl)c2)c(C)c1NC(=O)c1sc2ccccc2c1Cl
    -3	17	4	12	11	7	1	0.6	0
#7 c1coc(CNc2c3c(nc4ncnn24)CCCC3)c1
    -10	-22	1	1	11	-13	2	-1.9	5
#8 O=C(Nc1cccc2c1C(=O)NC2=O)c1cccc(N2C(=O)CCC2=O)c1
    7	-13	3	-1	-9	6	1	-1.3	4
#9 COc1ccccc1C(=O)NNC(=O)C(=O)NCc1ccccc1
    13	4	-3	4	2	-6	0	-0.9	0
#10 CCc1ccc(NC(=O)CSc2nnc(Cc3cccn3C)n2-c2ccc(OC)cc2)cc1
    3	11&3	-1	8	13	-9	3	2.1	-4
#11 Cc1ccc(-n2c(C)nn(Cc3ccc([N+](=O)[O-])cc3)c2=O)cc1
    -10	9	3	0	-11	-3	0	-2.4	6
#12 O=C(/C=C/c1ccco1)N/C(=C\c1ccccc1)C(=O)NCCc1nc2ccccc2[nH]1
    6	4	-1	2	9	5	0	-2.3	5
#13 CC#CCCCC(=O)Nc1ccccc1C(=O)O
    -13	-13	-11	-4	-10	6	1	2.0	-2
#14 CCNS(=O)(=O)c1ccc(C(=O)Nc2ccccc2)cc1
    4	4	-4	0	-15	1	0	-0.5	2
#15 Cc1ccc(N2C(=O)c3cccc([N+](=O)[O-])c3C2=O)cc1C
    8	2	12	0	8	2	1	-0.3	-1
#16 CN(CC(O)COC(c1ccccc1)c1ccccc1)C1CCCCC1 (stereo not given)
    9	-24	1	-9	-1	-3	0	2.2	-3
#17 C=CCNc1nc(Nc2ccc([N+](=O)[O-])cc2)nc(N2CCCC2)n1
    -14	-11	-1	10	10	-2	0	1.2	5
#18 CC(=O)Nc1ccc(NC(=O)C(C)OC(=O)C2CCC2)cc1 (stereo not given)
    -1	24	-5	-6	5	0	0	2.0	-12
#19 CC(=O)Nc1ccc(NC(=O)C(C)OC(=O)/C=C/c2ccc3c(c2)OCO3)cc1 (stereo not given)
    4	-3	5	6	-20	3	1	0.5	-7
#20 COc1ccc(C)cc1NC(=O)CCc1c(C)nn(-c2ccc(N3CCCCC3)nn2)c1C
    8	13	0	3	7	2	2	3.0	2

The list goes on; it opens with the 3 that closed the last part.
Every second line gives: proCasp7 act	JMJD2C inh	PP1 inh	HCV core dimer	VLA-4 inh	procasp3 activ	GRK2 aptamer HTS	PP5 primary	CTSL1 counter
#18 CC(=O)Nc1ccc(NC(=O)C(C)OC(=O)C2CCC2)cc1 (stereo not given)
    -1	24	-5	-6	5	0	0	2.0	-12
#19 CC(=O)Nc1ccc(NC(=O)C(C)OC(=O)/C=C/c2ccc3c(c2)OCO3)cc1 (stereo not given)
    4	-3	5	6	-20	3	1	0.5	-7
#20 COc1ccc(C)cc1NC(=O)CCc1c(C)nn(-c2ccc(N3CCCCC3)nn2)c1C
    8	13	0	3	7	2	2	3.0	2
#21 CCOC(=O)C1CCCN(S(=O)(=O)c2cccc3cccnc23)C1 (stereo not given)
    -5	0	-4	-1	39	9	0	0.9	0
#22 Nc1nnc(CC(=O)N/N=C\c2cc([N+](=O)[O-])ccc2O)s1
    -9	4	2	2	25	-11	3	-0.6	3
#23 CCOC(=O)C1(CCc2ccccc2)CCN(C(=O)CCc2cnccn2)CC1
    6	9	-2	0	6	0	0	-3.8	1
#24 COc1ccc(NC(=O)c2ccc(CN3CCc4ccccc4C3)cc2)c(OC)c1
    -10	-3	6	2	13	-8	·	2.6	0
#25 COc1ccc(OCCOCC(O)CN2CCOCC2)cc1 (stereo not given)
    1	2	-2	-3	-4	2	1	-2.0	2
#26 CCC(=O)N1CCN=C1SCc1c(F)cccc1Cl
    -1	-22	-3	0	9	0	1	-0.6	1
#27 CC1CN(CC(=O)NCc2ccc(Cl)cc2)CC(C)O1 (stereo not given)
    -11	-18	-4	0	-3	9	0	0.1	1
#28 Cc1ccc(-c2nnnn2CS(=O)(=O)c2ccccc2)cc1
    -4	8	0	-1	0	-6	0	-1.0	-1
#29 O=C(c1ccc(Cl)cc1)c1ccccc1C(=O)N1CCOCC1
    -2	-8	3	6	8	4	0	2.6	-4
#30 CCOC(=O)CC(=O)NC1(Cc2ccc(O)cc2)CCCCC1
    3	0	-2	-10	4	11	4	-0.6	3
#31 COc1ccc(N(C(=O)C2CCCCC2)S(=O)(=O)c2cccc3cccnc23)cc1
    5	-25	-2	13	-3	7	0	5.8	0
#32 CN1CCN(c2nc(-c3ccccc3)nc(-c3ccc(F)cc3)c2C#N)CC1
    2	-7	-1	-4	13	-7	1	1.4	4
#33 O=C(NCCN1CCN(C(=O)c2ccc(F)cc2)CC1)C(=O)NCc1ccccc1
    2	1	4	8	-2	5	2	-0.2	2
#34 Cc1cc(NC(=O)NCc2ccccc2)c(=O)n(Cc2ccc(F)cc2)c1
    8	12	-2	16	11	5	2	-1.6	4
#35 O=C(c1ccccc1)c1ccc(C(=O)N2CCCC(C(F)(F)F)C2)cc1 (stereo not given)
    2	-6	-3	-4	-25	-1	4	-0.7	-3
#36 COc1cc(/C=N/NC(=O)C2CCN(CC(O)COCc3ccccc3)CC2)ccc1O (stereo not given)
    2	9	-4	-10	0	-4	0	-0.8	4
#37 COc1cc(C)c2c(c1C=O)Oc1c(c(C)c(O)c3c1C(O)OC3=O)OC2=O (stereo not given)
    -13	5	15	3	-7	-13	66*	6.8	-2
#38 CC(=O)N(c1nc(CCl)cs1)c1cccc(C)c1C
    3	0	-2	-1	-4	1	0	-3.3	-4
#39 CCCCN(C)S(=O)(=O)c1cc2c3c(c1)CCC(=O)N3CCC2
    -5	7	-1	-13	3	1	0	-0.5	8
#40 O=C(COC(=O)c1cccc(Oc2ccccc2)c1)NCc1ccco1
    -8	-2	-3	3	-5	-5	2	1.4	1

An excerpt from above in order of the PP5 primary value, rising:
entry	SMILES	PP5 primary
38	CC(=O)N(c1nc(CCl)cs1)c1cccc(C)c1C	-3.3
24	COc1ccc(NC(=O)c2ccc(CN3CCc4ccccc4C3)cc2)c(OC)c1	2.6
31	COc1ccc(N(C(=O)C2CCCCC2)S(=O)(=O)c2cccc3cccnc23)cc1	5.8

(listing goes on)
Every second line gives: proCasp7 act	JMJD2C inh	PP1 inh	HCV core dimer	VLA-4 inh	procasp3 activ	GRK2 aptamer HTS	PP5 primary	CTSL1 counter
#41 CCOC(=O)c1cc(-c2cccnc2)nn1-c1ccccn1
    6	3	2	-2	-8	-11	0	0.9	4
#42 c1ccc(C(c2ccccn2)c2ccccn2)cc1
    0	6	-3	-9	22	11	0	2.5	-3
#43 CCCCC1CC(CSC(=N)N)OC1=O (stereo not given)
    2	-28	-3	-14	5	-4	5	3.0	-2
#44 CCOC(=O)c1oc2ccccc2c1CSc1nnc(-c2ccco2)o1
    3	10	1	-3	-2	-1	1	-0.9	1
#45 O=C(COc1ccc(-n2cnnn2)cc1)N1CCN(c2ccc(F)cc2)CC1
    5	-7	-1	8	-6	-7	0	0.0	5
#46 COC(=O)N/N=C(\C)c1ccccc1Br
    5	-1	-3	0	1	9	0	2.1	-1
#47 Cn1c(CNC(=O)Nc2ccccc2Cl)nnc1SCc1ccccc1
    -6	0	3	2	-3	-2	0	2.5	-1
#48 O=C(Nc1cccnc1)Nc1cccc(F)c1
    9	-4	-4	7	7	-7	6	2.7	0
#49 CC(C)NC(=O)NC(=O)COC(=O)c1ccc(F)cc1F
    -5	25	-3	2	12	-4	1	-1.0	0
#50 O=C(COC(=O)CCc1ccc(S(=O)(=O)N2CCOCC2)cc1)NC(=O)NC1CCCCC1
    3	17	-2	8	2	1	5	-0.9	3
#51 O=C(Cn1c(CN2CCCCC2)nc2ccccc2c1=O)NC1CCCCC1
    1	6	-2	2	13	1	0	-1.6	-1
#52 O=C(CN(c1ccc(F)cc1)S(=O)(=O)c1ccc2c(c1)OCCO2)NCc1ccncc1
    6	-1	-4	6	4	-2	3	0.0	-2
#53 Cc1cc(C)c2ccc(/C=N/O)nc2c1O
    -10	0	-3	2	-5	9	0	2.9	-4
#54 COC(=O)c1cc(Cl)cc2c(CCO)c[nH]c12
    4	25	·	·	-3	2	0	·	·
#55 Cc1ccc(CN2CCN(/N=C/c3cc(Br)cc(Br)c3O)CC2)cc1
    1	-1	-3	2	0	-8	0	-2.5	7
#56 Cc1cc(NC(=O)CSc2nncn2N)no1
    9	0	-7	4	-1	-7	0	-0.6	-1
#57 CCOC(=O)C1C(=O)C=C(N2CCOCC2)CC1c1cccc(OC)c1 (stereo not given)
    -3	5	-5	-1	-1	2	0	-3.2	0
